Screens from PubChem.
B2AR arrestin ag: beta-arrestin recruitment by human beta2-adrenergic receptor ligands; 44,000 tested, under 10 active; HTLA Tango cells, beta-arrestin recruitment, luciferase luminescence, 18 h; AID 1347077; P07550; Potency, µM (doses to about 46.1 µM), for the others: top-dose activation, actives largely listed as activators;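 note: potency is the fitted concentration of half-maximal effect; 0% = DMSO and full agonism = EC100 isoproterenol or metaproterenol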
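Tango cells (recombinant beta2-AR, beta-arrestin, tTA-driven luciferase), 1500/well in DMEM 1% FBS, treated 18 h at 37 °C with compounds up to 46 µM; luciferin mix added, luminescence read after 15 min; %activity curves fitted and curve-classed.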
GALK inhibitor: GALK (human) enzyme inhibition; 44,000 tested, under 10 active; P51570; recombinant GALK, Kinase-Glo ATP luminescence, 1 h; Potency, µM (series often up to 57.5 µM), without a hit: at the top dose activity, negative = inhibition, most hits filed as inhibitors;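 note: plate controls were full GALK reaction for no effect and reaction lacking GALK for full effect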
Target sequence (P51570 whole entry, looked up): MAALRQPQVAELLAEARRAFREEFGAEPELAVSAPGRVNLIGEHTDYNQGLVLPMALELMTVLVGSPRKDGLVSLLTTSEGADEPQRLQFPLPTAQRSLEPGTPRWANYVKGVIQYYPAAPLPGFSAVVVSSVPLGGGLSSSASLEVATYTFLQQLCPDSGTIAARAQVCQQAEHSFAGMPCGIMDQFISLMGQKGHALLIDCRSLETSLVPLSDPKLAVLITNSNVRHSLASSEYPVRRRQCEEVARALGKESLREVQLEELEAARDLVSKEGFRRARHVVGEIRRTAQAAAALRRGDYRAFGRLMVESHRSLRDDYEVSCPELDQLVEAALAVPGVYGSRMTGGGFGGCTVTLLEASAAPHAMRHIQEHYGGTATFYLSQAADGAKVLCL
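Reactions with and without enzyme served as controls. GALK at 5 nM phosphorylates 100 uM galactose using 35 uM ATP (HEPES pH 8.0, Mg2+) for 1 h at RT, with luminescence read 10 min after adding Kinase-Glo Plus.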
NTMT1 inh: blocks human N-terminal methyltransferase 1 activity. Q9BV86. NTMT1 MTase-Glo SAH luminescence, purified enzyme. Potency, µM (top dose mostly 114 µM), for the others: at the top dose activity change, negative = inhibition, hits mostly inhibitors. hit rate 2.5% among 59,000;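 note: potency is the fitted concentration of half-maximal effect; plate controls were DMSO vehicle for no effect and no enzyme for full effect; nearly all actives have a fitted effect of over 65% in size; many of its hits are not listed in these tables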
Target sequence (Q9BV86 whole entry, looked up): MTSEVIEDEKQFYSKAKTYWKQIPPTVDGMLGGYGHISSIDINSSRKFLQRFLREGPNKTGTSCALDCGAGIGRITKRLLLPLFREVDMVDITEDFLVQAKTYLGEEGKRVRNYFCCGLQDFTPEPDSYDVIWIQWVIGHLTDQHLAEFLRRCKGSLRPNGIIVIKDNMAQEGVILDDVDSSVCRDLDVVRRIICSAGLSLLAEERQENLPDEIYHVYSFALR
p53null 32C tox: p53 null cell cytotoxicity, permissive temperature | H1299-neo p53 null cells, ATP luminescence, 24 h, 32C | Potency, µM (doses to about 46.1 µM), for the others: at the top dose activity change, negative = cytotoxicity, most hits filed as cytotoxic | hit rate 0.62% among 55,000;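 note: potency is the fitted concentration of half-maximal effect; 0% = DMSO only and -100% = full killing by 100 µM tamoxifen; nearly all actives have a fitted effect of over 55% in size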
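ATP-content luminescence in p53-null H1299-neo cells after 24 h compound exposure (up to 46 uM) at 32C permissive temperature; 0% and 100% killing set by DMSO and 100 uM tamoxifen; Hill-equation AC50.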
TSG101-PTAP inh: blocks PTAP binding to human TSG101, validation. Fluorescence polarization, FITC-PTAP peptide/Tsg101, 20 min. AID 1347069. Potency, µM (highest dose often 115 µM), for inactives: top-dose activity change, negative = inhibition, actives largely listed as inhibitors. 44,000 tested, under 10 active. Q99816; note: potency is the fitted concentration of half-maximal effect; 0% is about no effect
Target sequence (Q99816 whole entry, looked up): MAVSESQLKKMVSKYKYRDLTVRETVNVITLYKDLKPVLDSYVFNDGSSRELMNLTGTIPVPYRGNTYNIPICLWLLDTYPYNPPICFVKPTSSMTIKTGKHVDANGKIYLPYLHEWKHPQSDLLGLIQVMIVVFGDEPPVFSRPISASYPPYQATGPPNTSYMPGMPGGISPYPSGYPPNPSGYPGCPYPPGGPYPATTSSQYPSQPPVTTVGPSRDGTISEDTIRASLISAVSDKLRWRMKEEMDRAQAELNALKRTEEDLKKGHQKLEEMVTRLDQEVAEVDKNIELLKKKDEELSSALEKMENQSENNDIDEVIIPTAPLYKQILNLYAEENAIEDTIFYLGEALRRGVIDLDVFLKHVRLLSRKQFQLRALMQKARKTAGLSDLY
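Compounds pinned into 10 uM Tsg101 binding domain, then 50 nM FITC-PTAP peptide added in pH 7.5 HEPES buffer; FP read after 20 min, room temperature. Total S+P intensity flags fluorescent compounds; active cut-off <25 µM, efficacy <60%.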
p53null 39C kill: p53 null cell cytotoxicity, nonpermissive temperature; H1299 p53-null (neo) cells, 39C, ATPlite viability, 24 h; Potency, µM (doses to about 46.1 µM), for the others: at the top dose activity, negative = cell killing, most hits filed as cytotoxic; hit rate 0.97% among 55,000; AID 904;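 note: potency is the fitted concentration of half-maximal effect; 0% = DMSO only and -100% = full killing by 100 µM tamoxifen; nearly all actives have a fitted effect of over 50% in size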
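Following overnight plating at 37C (600 cells/well), H1299-neo or H1299-p53A138V cells are dosed up to 46 uM. Incubation lasts 24 hr at 39C before ATP detection.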
FH mod: Identification of activators of human fumarate hydratase by quantitative high-throughput screening. AID 1347055, 2019. Potency, µM (top dose mostly 79.9 µM), for the others: top-dose activity change, negative = inhibition, hits mostly inhibitors. Fumarate hydratase, mitochondrial (Homo sapiens), P07954. hit rate 0.22% among 54,000. FH coupled MDH/diaphorase resazurin fluorescence, 15 min; note: potency is the fitted concentration of half-maximal effect; % is set by controls: 0 for no effect and ±100 for the full control effect; the screen sought activators but most active calls are inhibition curves; nearly all actives have a fitted effect of over 45% in size
Active calls of the source: *; ? = inconclusive; [ ] = remark or other dose. Calls come from the whole dose curve; as a rule, active = well fitted curve in the direction sought with a large enough effect; inconclusive = small, poorly fitted or top-dose-only effect, or another doubt; inactive = no such curve, though single readings can be large; an effect the other way counts as inactive or inconclusive. This is a subset, so the mix of outcomes need not match the whole.

SMILES	B2AR arrestin ag	GALK inhibitor	NTMT1 inh	p53null 32C tox	TSG101-PTAP inh	p53null 39C kill	FH mod
CC(=O)c1ccc(NC(=O)C2CCN(S(=O)(=O)c3ccc4[nH]c5c(c4c3)CCCCC5)CC2)cc1	1%	-1%	-5%	-4%	2%	-8%	-15%
Cc1cc(C)cc(NC(=O)CCCn2nc(C)c3c(C)n(-c4ccccc4)nc3c2=O)c1	0%	1%	5%	6%	-3%	13%	-5%
COc1ccc(-c2nc3c4ccccc4n(CC(=O)Nc4ccc(C(C)=O)cc4)c(=O)n3n2)cc1	0%	-6%	-11%	-1%	-2%	4%	-7%
COc1ccc(N2CC(NC(=O)COc3cccc(C)c3)CC2=O)cc1OC (stereo unspecified)	-3%	-1%	-2%	-5%	0%	16%	2%
CCCn1ccc2c(OCC(=O)Nc3ccccc3C(=O)OCC)cccc2c1=O	-2%	-2%	0%	-9%	-2%	-4%	8%
CCCOc1ccc(Nc2nc(SC)ncc2C(=O)OCC)cc1	-4%	2%	10%	-14%	1%	-24%	-28%
COc1ccc(-c2cc(-c3ccccc3)nc(SCC(=O)CC(=O)OC(C)C)c2C#N)cc1	0%	7%	4%	27%	9%	-4%	2%
CCc1nc(Nc2ccc(F)c(Cl)c2)c2c3c(sc2n1)CCCC3	1%	1%	16%	-13%	0%	-13%	-7%
CCN(CC)CCCNC(=O)Cn1c(-c2cccs2)cc2cc(Cl)ccc21	0%	-3%	?	-5%	0%	-15%	-16%
CCOC(=O)c1ccc(NC(=O)CCc2c(C)nc3c(c(C)nn3C)c2C)cc1	-3%	?	2%	0%	-2%	-10%	-14%

3 entries out of the list, ordered by molar mass, descending:
SMILES	B2AR arrestin ag	GALK inhibitor	NTMT1 inh	p53null 32C tox	TSG101-PTAP inh	p53null 39C kill	FH mod
CC(=O)c1ccc(NC(=O)C2CCN(S(=O)(=O)c3ccc4[nH]c5c(c4c3)CCCCC5)CC2)cc1	1%	-1%	-5%	-4%	2%	-8%	-15%
COc1ccc(-c2cc(-c3ccccc3)nc(SCC(=O)CC(=O)OC(C)C)c2C#N)cc1	0%	7%	4%	27%	9%	-4%	2%
COc1ccc(N2CC(NC(=O)COc3cccc(C)c3)CC2=O)cc1OC (stereo unspecified)	-3%	-1%	-2%	-5%	0%	16%	2%

(listing goes on)
SMILES	B2AR arrestin ag	GALK inhibitor	NTMT1 inh	p53null 32C tox	TSG101-PTAP inh	p53null 39C kill	FH mod
O=c1oc2ccc3ccccc3c2cc1-c1nnc(Nc2ccc(F)cc2)s1	0%	0%	7%	-1%	-1%	-1%	5%
CSc1ccc(CNC(=O)CCn2c(=O)c3cccn3c3ccc(F)cc32)cc1	0%	-1%	-23%	-1%	3%	45%[activator]	0%
Cc1ccc(CNC(=O)c2ccc(-n3c(C)cc4c3CCCC4)cc2)cc1	?	3%	-10%	-5%	-4%	-19%	-5%
COc1cc(C(=O)Nc2sc3c(c2C#N)CCCC3)c(Br)c(OC)c1OC	1%	0%	-15%	21%	-6%	7%	2%
COc1ccc(S(=O)(=O)c2cc3cc(C(C)(C)C)cc(O)c3oc2=O)cc1	1%	0%	6%	8%	-2%	?	?
COc1cccc(NC(=O)Cn2c(=O)n(Cc3ccc(C(=O)NCc4ccc5c(c4)OCO5)cc3)c(=O)c3ccccc32)c1	0%	6%	1%	10%	-9%	-8%	-16%
Cc1cccc(CNC(=O)Cc2ccc(NC(=O)N3CCCCc4ccccc43)cc2)c1	-1%	1%	21%	7%	0%	-5%	-7%
Cc1ccc(-c2nc3ccc(Cl)cn3c2Nc2ccccc2C)s1	1%	-9%	-3%	-1%	1%	-13%	-9%
Cc1cccc(N2CCN(Cc3nnc(-c4ccc5c(c4)OCO5)o3)CC2)c1C	-2%	0%	-4%	-5%	-1%	-1%	-16%
CCc1ccc(-c2nn(CC(=O)NC3CCCCC3)c3c2cnc2ccc(F)cc23)cc1	-1%	0%	10%	2%	2%	30%[activator]	-1%
CC(NC(=O)c1sc2ncccc2c1-n1cccc1)c1ccccc1 (stereo unspecified)	-1%	-2%	?	-1%	-4%	16%	-10%
CCCCOC(=O)c1cccc(NC(=O)/C=C/c2ccccc2Cl)c1	0%	?	13%	-25%	2%	?	?
Cc1ccc(C)c(N2CCN(C(=O)CN3CCSc4ccccc43)CC2)c1	0%	-2%	18%	-5%	1%	12%	-17%
Cc1ccc(C(=O)Nc2ccc(Br)cc2)cc1S(=O)(=O)N1CCOCC1	-1%	0%	4%	12%	-3%	17%	-15%
CCc1nn2c(=O)cc(COC(=O)COc3ccc(OC)cc3)nc2s1	1%	4%	14%	-3%	-3%	-20%	5%
COc1ccccc1NC(=O)CSc1nc(O)c(C/C=C/c2ccccc2)c(=O)[nH]1	-2%	1%	10%	-4%	-5%	16%	5%
COc1ccc2c(c1)c(CC(=O)Nc1cccc(F)c1C)c(C)n2C(=O)c1ccc(Cl)cc1	-1%	9%	-11%	-4%[9.22 µM]	2%	?	-9%
CCc1ccc(C(=O)c2cn(CC(=O)Nc3cccc(OC)c3)c3cc4c(cc3c2=O)OCO4)cc1	1%	1%	-6%	-5%	2%	2%	-9%
COc1cc(Cl)c(NC(=O)c2cc(S(=O)(=O)N3CCCCC3)c[nH]2)c(OC)c1	1%	1%	13%	21%	1%	-11%	-6%
COC(=O)c1ccccc1NC(=O)c1oc2ccc3c(c2c1C)C(=O)CC(C)(C)O3	0%	0%	-20%	-6%	-1%	4%	-4%

Given with values under each structure: 7 of the compounds above.
Value order – B2AR arrestin ag	GALK inhibitor	NTMT1 inh	p53null 32C tox	TSG101-PTAP inh	p53null 39C kill	FH mod
Cc1ccc(-c2nc3ccc(Cl)cn3c2Nc2ccccc2C)s1
 : 1%	-9%	-3%	-1%	1%	-13%	-9%
Cc1cccc(N2CCN(Cc3nnc(-c4ccc5c(c4)OCO5)o3)CC2)c1C
 : -2%	0%	-4%	-5%	-1%	-1%	-16%
CCc1ccc(-c2nn(CC(=O)NC3CCCCC3)c3c2cnc2ccc(F)cc23)cc1
 : -1%	0%	10%	2%	2%	30%[activator]	-1%
CC(NC(=O)c1sc2ncccc2c1-n1cccc1)c1ccccc1 (stereo unspecified)
 : -1%	-2%	?	-1%	-4%	16%	-10%
CCCCOC(=O)c1cccc(NC(=O)/C=C/c2ccccc2Cl)c1
 : 0%	?	13%	-25%	2%	?	?
Cc1ccc(C)c(N2CCN(C(=O)CN3CCSc4ccccc43)CC2)c1
 : 0%	-2%	18%	-5%	1%	12%	-17%
Cc1ccc(C(=O)Nc2ccc(Br)cc2)cc1S(=O)(=O)N1CCOCC1
 : -1%	0%	4%	12%	-3%	17%	-15%

(further entries)
SMILES	B2AR arrestin ag	GALK inhibitor	NTMT1 inh	p53null 32C tox	TSG101-PTAP inh	p53null 39C kill	FH mod
O=C(O)COc1ccccc1C1Nc2ccccc2-c2nnc(SCc3ccc(Cl)cc3)nc2O1 (stereo unspecified)	-2%	-2%	-3%	2%	-5%	-14%	-17%
CCn1c(=O)n(-c2ccc(F)cc2)c(=O)c2sc3ccccc3c21	0%	0%	-1%	-4%	1%	17%	-9%
CC(=O)N1CCC(N(Cc2ccco2)C(=O)Nc2ccc(C)c(Cl)c2)CC1	-1%	0%	15%	-5%	-1%	-16%	7%
O=C(Nc1nnc(S(=O)(=O)N2CCCC2)s1)c1ccccc1Br	-1%	0%	11%	-2%	0%	-11%	2%
Cc1ccc(-n2c(-c3cccc(C)c3)nc3c(cnn3-c3ccccc3)c2=O)cc1	8%	2%	?	16%	6%	37%[activator]	-10%
CCCNC(=O)Cn1nc(-c2ccc(C)c(C)c2)c2cnc3ccc(F)cc3c21	1%	-1%	4%	-4%	-3%	14%	1%
CCOC(=O)c1cc(S(=O)(=O)Nc2cc(C)c(Cl)cc2OC)[nH]n1	0%	5%	8%	-7%	-1%	-21%	-17%
O=c1c(N2CCN(c3cccc(Cl)c3)CC2)csc2ccc(Cl)cc12	-1%	-1%	-14%	31%[activator]	-7%	-8%	-25%
Cc1ccc(CNC(=O)CCc2c(C)nc3c(-c4ccc(F)cc4)c(C)nn3c2C)cc1	-2%	6%	9%	-4%	2%	-9%	0%
CC1=C(C(=O)Nc2ccc(C)cc2C)C(c2ccccc2[N+](=O)[O-])n2ncc(C(=O)Nc3ccccc3)c2N1 (stereo unspecified)	0%	1%	1%	4%	-15%	-13%	-10%
CSc1cccc(N2C(=O)N(CC(=O)NCc3ccccc3Cl)c3ccccc3S2(=O)=O)c1	-3%	0%	-14%	-25%	-3%	19%	4%
CC(C)(C)C(=O)Nc1ccc2nc(SCC(=O)N3CCCC3)sc2c1	-4%	3%	6%	-12%	-4%	0%	-21%
CN(C)c1ccc(CNC(=O)CN(C)S(=O)(=O)c2ccc3c(c2)c(=O)n(C)c(=O)n3C)cc1	1%	10%	-2%	-8%	0%	-14%	4%
CCN1CCC(N(Cc2ccc3c(c2)OCO3)C(=O)Nc2cc(Cl)ccc2C(=O)OC)CC1	0%	2%	-12%	-4%	-1%	-20%	?
COc1ccc(NC(=O)Cn2c(=O)c3cccn3c3ccccc32)cc1	2%	2%	2%	6%	-3%	68%[activator]	2%
COc1ccc(-n2c(=O)c3c(c4cc(OC)ccc4n3C)n(C)c2=O)cc1	-1%	2%	4%	2%	-3%	-5%	-26%
O=C(Nc1nnc(S(=O)(=O)N2CCc3ccccc32)s1)c1ccccc1Cl	-1%	-12%	44%[activator]	16%	-1%	26%	-10%
CCc1ccc(S(=O)(=O)c2nnn3c2nc(NC2CCCC2)c2sccc23)cc1	-1%	-9%	30%	-2%	1%	-27%	-13%
COc1ccccc1NC(=O)CSc1cn(CC(=O)N2CCCC2)c2ccccc12	1%	0%	-9%	2%	2%	-1%	?
COc1ccc2c(CNCCc3ccco3)c(C(=O)O)n(Cc3ccc(F)cc3)c2c1	2%	-7%	-3%	-8%	-13%	-26%	-19%
CC(C)(C)c1ccc(C(=O)Nc2nnc3n2CCS3)cc1	0%	0%	8%	10µM*	0%	?	27%
Cc1ccc(S(=O)(=O)C(CNC(=O)C(=O)NCCc2ccc(Cl)cc2)c2ccco2)cc1 (stereo unspecified)	-5%	2%	0%	1%	-3%	-12%	10%
O=C(NCc1ccc(Cl)cc1)C1CCN(c2nn3cc(-c4ccc(F)cc4)nc3s2)CC1	0%	4%	9%	-11%	-1%	5%	-1%
Cc1ccc(-n2nc(C(=O)Nc3cccc(C#N)c3)c3c4ccccc4n(C)c3c2=O)cc1	0%	8%	12%	2%	0%	-13%	-20%
CC(C)c1ccc(C2=CC(c3ccc(C(C)C)cc3)n3nnnc3N2)cc1 (stereo unspecified)	3%	-1%	16%	0%	-1%	4%	?
COc1ccc(CNC(=O)Cn2c(=O)oc3cc(S(=O)(=O)NCc4ccccc4)ccc32)cc1	2%	-1%	0%	12%	0%	-1%	4%
